SRC2 inh: human SRC2 (NCOA2) inhibition; inhibition, % at 9 µM; actives 0.17% (n = 370,000); HEK293 GAL4-SRC2 luciferase reporter, luminescence; Q15596;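 active = inhibition above the mean inhibition of all tested compounds plus 3 SD, set per campaign, cut at about 52% in these data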;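 note: 0% = DMSO treated cells and 100% = cells given Gossypol at 36 µM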
Target sequence (Q15596 whole entry, looked up, the tested form may be a part): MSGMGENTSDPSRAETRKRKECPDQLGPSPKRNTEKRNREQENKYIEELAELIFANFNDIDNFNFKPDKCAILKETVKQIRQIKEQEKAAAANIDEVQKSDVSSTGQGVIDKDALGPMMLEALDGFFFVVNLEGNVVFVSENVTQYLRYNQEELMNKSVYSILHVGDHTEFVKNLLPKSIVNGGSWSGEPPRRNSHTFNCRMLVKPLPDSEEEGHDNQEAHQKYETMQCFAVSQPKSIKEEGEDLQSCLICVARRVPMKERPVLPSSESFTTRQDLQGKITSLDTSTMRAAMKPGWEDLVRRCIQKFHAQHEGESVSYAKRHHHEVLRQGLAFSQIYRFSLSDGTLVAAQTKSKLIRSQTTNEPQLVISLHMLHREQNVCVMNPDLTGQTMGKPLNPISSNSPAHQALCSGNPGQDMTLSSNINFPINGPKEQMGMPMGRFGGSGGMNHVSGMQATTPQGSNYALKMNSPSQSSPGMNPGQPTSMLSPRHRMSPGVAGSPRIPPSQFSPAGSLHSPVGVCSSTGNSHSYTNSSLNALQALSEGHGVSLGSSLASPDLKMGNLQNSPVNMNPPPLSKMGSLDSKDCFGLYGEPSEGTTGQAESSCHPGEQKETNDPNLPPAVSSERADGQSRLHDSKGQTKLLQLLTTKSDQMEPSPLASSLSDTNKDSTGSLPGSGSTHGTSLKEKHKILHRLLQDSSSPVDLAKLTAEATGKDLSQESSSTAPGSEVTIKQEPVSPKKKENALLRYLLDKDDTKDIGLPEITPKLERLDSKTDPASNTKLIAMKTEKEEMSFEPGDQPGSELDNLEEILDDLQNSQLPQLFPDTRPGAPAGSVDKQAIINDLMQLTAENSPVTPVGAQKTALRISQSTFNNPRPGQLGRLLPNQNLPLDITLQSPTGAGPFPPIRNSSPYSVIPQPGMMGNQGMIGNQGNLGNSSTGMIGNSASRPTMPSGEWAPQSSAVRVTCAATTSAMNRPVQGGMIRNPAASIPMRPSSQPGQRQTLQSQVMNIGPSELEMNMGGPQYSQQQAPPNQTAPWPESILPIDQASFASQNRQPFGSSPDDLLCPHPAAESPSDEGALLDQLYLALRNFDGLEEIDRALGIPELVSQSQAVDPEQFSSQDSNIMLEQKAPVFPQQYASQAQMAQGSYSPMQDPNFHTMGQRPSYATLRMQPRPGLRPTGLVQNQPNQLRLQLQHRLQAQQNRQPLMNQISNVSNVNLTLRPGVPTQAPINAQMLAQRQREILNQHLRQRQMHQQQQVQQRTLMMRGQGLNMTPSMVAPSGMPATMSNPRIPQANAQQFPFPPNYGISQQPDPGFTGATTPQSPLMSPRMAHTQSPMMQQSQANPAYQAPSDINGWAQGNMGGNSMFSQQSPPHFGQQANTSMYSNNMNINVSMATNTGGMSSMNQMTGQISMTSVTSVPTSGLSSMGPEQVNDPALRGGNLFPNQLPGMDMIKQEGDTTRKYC
TROY NFkB inh: inhibitors of TROY-dependent NF-kB signaling. Q293 LMP1-TROYcd NF-kB luciferase reporter, 4 h. inhibition, % at 10 µM. actives 0.98% (n = 360,000);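 active = compounds whose plate-normalised and pattern-corrected inhibition of the luciferase reporter signal at the single screening dose is 50% or more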
NR5A2 inv ag: suppresses constitutive activity of human LRH-1 | HEK293T StAR-luciferase reporter, LRH-1 transfected, 24 h | AID 602396 | O00482 | actives 0.13% (n = 360,000) | inhibition, % at 3.6 µM;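 active = inhibition above the mean inhibition of all tested compounds plus 3 SD, cut at about 73% in these data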;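 note: 0% = DMSO wells and 100% = reporter-only cells lacking LRH-1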
COUP-TFII inh: blocks human COUP-TFII nuclear receptor. P24468. HEK293T NGFI-A luciferase reporter, luminescence. inhibition, % at 8.6 µM. actives 0.7% (n = 370,000). AID 686940;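 active = inhibition above a per-plate cutoff, mean inhibition of test wells between control levels plus 3 SD, cut at about 38% in these data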;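 note: cells cotransfected with COUP-TFII expression vector driving the NGFI-A reporter; 0% = median of COUP-TF2 test wells and 100% = reporter-only cells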
SRC1 inh: human NCOA1 inhibition | actives 0.12% (n = 360,000) | Q15788 | AID 588354 | inhibition, % at 3.6 µM | HEK293 GAL4-SRC1 luciferase reporter, luminescence;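 active = inhibition above the campaign mean plus 3 SD, with each screening campaign given its own cutoff, cut at about 60% in these data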;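 note: 0% = DMSO treated cells and 100% = gossypol at 36 µM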
TLR9-MyD88 inh: TLR9-MyD88 interaction inhibition; CHO BLA complementation TLR9-MyD88, CCF4 FRET ratio; inhibition, % at 4.98 µM; actives 0.21% (n = 340,000); AID 504734; Q9NR96+Q99836;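 active = inhibition above the mean over all tested compounds plus 3 SD, cut at about 21% in these data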;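 note: 0% = DMSO only wells and 100% = clavulanate BLA inhibitor control wells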
TWEAK-Fn14 inh: blocks TWEAK-Fn14 interaction in a reporter cell assay; TWEAK-stimulated Fn14 reporter cells, luciferase luminescence, 8 h; inhibition, % at 10 µM; actives 2% (n = 360,000); in the data active = inhibition above about 50%
NOD2-RIPK2 inh: inhibitors of human NOD2-RIPK2 interaction; O43353; CHO BLA complementation NOD2-RIPK2, CCF4 ratio; inhibition, % at 4.98 µM; actives 0.38% (n = 360,000); AID 624267; in the data active = inhibition above about 21%;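 note: 0% = vehicle only and 100% = reference blocker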
EBV LMP1 NFkB: inhibitors of Epstein-Barr LMP1-induced NF-kappaB reporter; LMP1-induced NF-kappaB luciferase reporter cells, luminescence; inhibition, % at 12.5 µM; actives 0.69% (n = 350,000); AID 504558; in the data active = inhibition above about 41%;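 note: 0% = neutral control wells and 100% = reference inhibitor control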
NCOA3 inh: inhibitors of human steroid receptor coactivator 3 (SRC3). HEK293 GAL4-SRC3 luciferase reporter, luminescence. inhibition, % at 3.6 µM. actives 0.17% (n = 360,000). AID 588352;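 active = inhibition above a per-campaign cutoff, the mean of all compounds plus 3 SD, cut at about 60% in these data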;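 note: 0% = DMSO-treated cells and 100% = gossypol-treated cells at 36 µM; higher means less SRC3-driven luciferase light from the GAL4 reporter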
TRAIL sens C8: caspase-8 TRAIL sensitization | inhibition (viability loss, TRAIL sensitization), % at 10 µM | actives 1% (n = 360,000) | NB7+C8 cells + TRAIL, ATPlite viability luminescence;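 active = compounds causing at least 50% loss of cell viability in the single-dose screen, relative to plate controls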
* hit, by the source's call; nt = not tested or not shown.

compound,NCOA3 inh,SRC1 inh,NOD2-RIPK2 inh,TROY NFkB inh,TWEAK-Fn14 inh,TLR9-MyD88 inh,EBV LMP1 NFkB,COUP-TFII inh,TRAIL sens C8,NR5A2 inv ag,SRC2 inh
CCOC(=O)Cn1ccc(NC(=O)c2ccc(F)cc2)n1,3,-6,-13,-9,4,2,-4,8,-2,-3,-3
CCSc1nnc(NC(=O)CSc2nncc(=O)n2N)s1,19,12,6,-24,3,3,-1,-3,0,-4,12
CNC(=O)c1cccn1-c1ccsc1C(=O)OC,7,-25,-12,-9,-7,-22,-5,-5,-3,-4,-7
CCn1c(CNC(=O)c2ccccc2Br)nnc1SCC(=O)Nc1nncs1,19,-2,-5,-25,1,-2,-7,-7,10,15,-36
Cc1cc2c(cc1S(=O)(=O)N(C)Cc1ccccc1)n(C)c(=O)c(=O)n2C,-17,9,2,15,-9,-6,3,9,5,-5,2
CCOC(=O)C1=CC[C@@H](c2ccccc2)N(S(=O)(=O)c2ccc(C)cc2)[C@H]1c1cccc(OC)c1,24,20,-3,8,4,nt,nt,-5,5,-1,26
O=C(COC(=O)CNC(=O)c1ccc(-c2ccccc2)cc1)NCc1ccco1,-16,-8,6,2,-17,0,-4,-7,0,-9,-10
CCCn1cc(SCC(N)=O)c2ccccc21,9,8,-2,-11,2,3,4,-11,-10,20,-10
O=C(c1ccc(Cl)c(S(=O)(=O)N2CCOCC2)c1)N(Cc1ccco1)Cc1cccs1,6,-13,-2,10,-1,-4,-1,12,15,4,14
Cc1ccc(NC(=O)O/N=C/c2c(C)nn(C(C)(C)C)c2C)cc1Cl,92*,91*,-1,82*,103*,3,75*,100*,21,88*,95*
CC1(C(=O)CSc2nc3ccccc3[nH]2)CCC(=O)O1 (configuration not stated),4,-13,-12,-12,-20,-1,2,-4,-2,5,8
COc1ccc(CN=Cc2c(C(=O)O)[nH]c3ccccc23)cc1,13,-6,3,7,6,-2,0,18,-6,-10,-3
COc1cccc2c1cc1c(=O)n(CC(=O)N3CCCC3)nc(C)n12,10,9,6,6,-1,4,-8,4,-22,-2,-5
COC(=O)N/C(C)=C1/NC(=O)c2ccccc2C(c2ccccc2)N1 (configuration not stated),8,1,-10,-10,7,0,0,6,-15,12,-2
CN(C)C(=O)c1nc2ccc(Cl)cn2c1CN1CCN(c2ncccn2)CC1,8,-61,-4,-3,2,6,4,9,-9,8,2
COc1ccc(NC(=O)CSc2nnc(C3CC3)n2C)cc1,8,-10,-6,-4,4,-1,-3,-3,-2,-4,1
CCCC/C=C/C(NC(=O)c1ccc(C(=O)OC)cc1)c1ccccc1 (configuration not stated),-4,-1,5,-6,4,0,-20,8,20,-12,23
CC1CC(C)CN(c2cc(N(C)CCO)c([N+](=O)[O-])c3nonc23)C1 (configuration not stated),-12,-3,5,14,-27,3,10,-6,-1,43,-16
O=C(NC1CCCC1)C(c1ccsc1)N(Cc1ccccc1)C(=O)Cc1cccs1 (configuration not stated),25,14,-2,-11,8,-6,-2,13,22,-5,-9
CN(C)c1ccc(CN2CCC(C(=O)NC(c3ccc(F)cc3)c3ccc4ccccc4n3)CC2)cc1 (configuration not stated),1,-9,11,-26,-28,nt,nt,-14,17,4,-6
CCC(=O)NC(c1cc(Cl)c2ccccc2c1O)C(C)C (configuration not stated),-5,-2,9,-1,11,5,-7,11,-5,22,15
O=C(NCCC(=O)N1CCCC(C(F)(F)F)C1)c1ccccc1Cl (configuration not stated),-10,-23,-3,8,1,-6,-4,1,-6,-14,18
Cn1c(=O)c2c(nc(N3CCCCC3)n2CCNC2=NCCC2)n(C)c1=O,17,-12,-6,0,10,1,5,-13,10,-1,19
CCCS(=O)(=O)N1CCCC(C(=O)NCCCN2CCCC2=O)C1 (configuration not stated),-3,12,-9,2,7,0,8,3,-9,12,12
COC(=O)Cc1ccc(NC(=S)NNC(=O)C2CC2)cc1,0,0,-9,-9,-7,-4,-1,-6,-7,5,-11
O=C(CSc1nc(C2CC2)nc2ccccc12)Nc1ccccc1,10,1,-2,13,9,2,15,6,-1,-5,-11
COc1ccc(-c2[nH]n(-c3ccc([N+](=O)[O-])cc3)c(=O)c2C=NCc2ccc(F)cc2)cc1,20,-1,-1,-22,7,2,-3,-13,6,2,-18
CCN(CC)c1ccc(/C=N/NC(=S)NCc2ccco2)cc1,-16,0,-9,-5,3,-6,-4,-7,-8,10,-8
COc1ccc(S(=O)(=O)Nc2ccccn2)cc1C(=O)Nc1ccccc1,11,-9,0,-4,1,-2,13,-7,-3,15,18
COc1ccc(C(=O)NN/C(C)=C/C(=O)C(F)(F)C(F)(F)C(F)(F)F)cc1,12,-5,0,8,-17,-10,-1,-6,-1,-22,-1
NC(=O)NC(=O)CSc1nc2sc(-c3ccccc3)cc2c(=O)n1-c1ccccc1,22,12,9,13,58*,2,10,-1,3,-4,12
CCOc1cc(/C=C2\C(=O)ON=C2C)ccc1OCc1ccccc1,13,-22,-8,-17,61*,7,6,1,20,17,0
COCCN1C2=C(COC(C)(C)C2)C(=S)NC1c1ccccc1 (configuration not stated),7,7,0,-22,-1,9,-7,-25,22,16,12
CSc1ccc(S(=O)(=O)Nc2c(C)cccc2C)cc1,11,10,-11,10,14,-2,6,-3,2,3,-3
Cc1ccc(-n2c(N)c(C(=O)NCc3cccnc3)sc2=S)cc1,8,-4,0,21,-7,6,3,1,8,31,2
CCOc1ccc2nc(N3C(=O)/C(=C/c4ccccc4)NC3=S)sc2c1,-56,-75,-5,-41,7,1,-11,-12,27,-87,-7
O=C(Cn1c(=O)c2c3c(sc2n(Cc2ccccc2)c1=O)CCCC3)NCCO,1,-3,-11,13,2,-4,-2,4,-23,-9,-41
CCN(CC)S(=O)(=O)c1ccc(Cl)c(C(=O)NCc2ccco2)c1,21,3,-2,2,5,-7,3,2,-4,2,1
O=C1CSCC(=O)N1Cc1ccc(Cl)cc1Cl,12,12,-2,9,-1,7,23,12,-1,16,-1
O=C(NC1CCCC1)c1c[nH]c2ccc(F)cc2c1=O,-2,-3,-7,-10,-1,14,1,-4,2,-2,0
CC1(C(=O)NS(=O)(=O)c2ccccc2Cl)CCN1C(=O)Cc1cc(F)ccc1F (configuration not stated),10,1,-7,-4,-6,nt,nt,-21,6,-13,-4
C/C(Cl)=C\Cn1c(=O)c2c(nc3n2CCS3)n(C)c1=O,4,-13,5,2,16,-6,1,4,3,-21,11
Cc1ccc2oc(=O)c3cc(C(=O)N4CCN(C)CC4)sc3c2c1,9,2,5,-6,-3,5,7,4,3,0,2
CC(C)C[C@H](NC(=O)OC(C)(C)C)C(=O)N1CCC(C(=O)O)CC1,3,8,-6,4,-11,-2,2,-3,-1,5,-2
O=C(Nc1ccc(F)cc1)c1ccc(Cn2cnnn2)cc1,7,1,-2,-11,34,-5,2,-4,-2,-7,8
N=c1c2ccccc2nc2n1CCCCCCC2,4,3,-1,4,-10,9,-3,0,6,-1,16
O=[N+]([O-])c1ccc(NCCCNS(=O)(=O)c2ccccc2)c(Cl)c1,17,12,0,22,-15,-8,-5,19,0,15,-23
Cc1cccc(C(=O)N/C(=C\c2ccc(C)o2)C(=O)O)c1,1,-7,-6,-6,-8,-2,0,-16,8,17,-19
CCN1CCN(C(=O)/C=C/c2ccc(OC)c(OC)c2)CC1,-2,-64,-4,17,1,1,-8,-10,0,-12,-6
CC(=O)NC(c1ccc(C(C)C)cc1)c1c(O)ccc2ccccc12 (configuration not stated),7,-9,6,19,4,nt,nt,5,6,0,15
COC(=O)c1ccc(C2NC(=O)c3ccccc3O2)cc1 (configuration not stated),6,-39,0,-7,-8,-1,-10,-3,-8,-38,-29
COc1cc(NC(=O)CSc2nc(C)c(C)c(C)n2)c(C)cc1[N+](=O)[O-],15,-7,2,15,13,0,1,-9,-1,11,-1
Fc1ccc(NC(=S)NC2CCCCC2)c(F)c1F,22,14,2,12,23,-2,20,18,22,18,6
CO[C@H]1CN(C)C(=O)c2cc(NC(=O)c3ccccc3)ccc2OC[C@H](C)NC[C@@H]1C,nt,nt,-6,nt,nt,nt,nt,5,-8,7,-10
CC(C)(C)NC(=O)NC(=O)COc1ccc(Br)cc1Br,-77,-114,5,28,32,4,-28,-39,12,-156,-63
COCCCn1c(SCC(=O)NC2CCCC2)nnc1-c1ccco1,12,10,-1,-14,-3,9,2,9,-3,9,0
COc1ccc(COC(=O)CCc2cc(OC)c(OC)c(OC)c2)cc1F,-5,1,-7,13,13,0,-7,-4,1,24,0
Cc1nc2cc(N3CCCCC3)c(NC(=O)c3ccncc3)cc2c(=O)n1Cc1ccccc1,6,3,-3,-10,-10,-12,5,-19,-6,9,-13
[O-]C1=N/[N+](=C/c2ccc(Cl)cc2)CC1,17,9,4,7,-28,4,1,6,-1,8,-15
C=CCNC(=O)N1CCCC(C(=O)c2cccc(Cl)c2)C1 (configuration not stated),-16,19,-7,15,2,1,10,-2,-6,-21,-1

Arranged by SMILES length (lowest first): part of the list above
compound,NCOA3 inh,SRC1 inh,NOD2-RIPK2 inh,TROY NFkB inh,TWEAK-Fn14 inh,TLR9-MyD88 inh,EBV LMP1 NFkB,COUP-TFII inh,TRAIL sens C8,NR5A2 inv ag,SRC2 inh
COCCCn1c(SCC(=O)NC2CCCC2)nnc1-c1ccco1,12,10,-1,-14,-3,9,2,9,-3,9,0
CC(=O)NC(c1ccc(C(C)C)cc1)c1c(O)ccc2ccccc12 (configuration not stated),7,-9,6,19,4,nt,nt,5,6,0,15
CO[C@H]1CN(C)C(=O)c2cc(NC(=O)c3ccccc3)ccc2OC[C@H](C)NC[C@@H]1C,nt,nt,-6,nt,nt,nt,nt,5,-8,7,-10

More structures follow:
compound,NCOA3 inh,SRC1 inh,NOD2-RIPK2 inh,TROY NFkB inh,TWEAK-Fn14 inh,TLR9-MyD88 inh,EBV LMP1 NFkB,COUP-TFII inh,TRAIL sens C8,NR5A2 inv ag,SRC2 inh
CCN(Cc1ccccc1)C(=O)c1oc2ccc(S(=O)(=O)N3CCOCC3)cc2c1C,8,-11,-5,-15,-12,-1,-1,15,18,-13,2
Cc1ccc(S(=O)(=O)NC(=O)c2ccccc2C)cc1,8,-4,-6,8,4,-5,-1,-8,3,17,-25
COc1ccc(C(=O)Nc2ccccc2C(=O)N/N=C/c2ccccn2)cc1OC,-9,-10,-16,-72,-44,nt,21,-10,85*,-5,-64
Cc1ccc(C2CC(C(F)(F)F)n3nc(C(=O)NCc4ccco4)cc3N2)cc1 (configuration not stated),8,6,4,4,19,-13,-10,-1,-13,50,6
CCc1cc2c(=O)c(Oc3ccccc3)c(C)oc2cc1O,9,-3,2,2,10,-3,6,-3,-5,-6,17
O=C(O)CCCCCNc1nc2ncn(Cc3ccccc3)c2c(=O)[nH]1,7,-21,-16,-2,2,-4,-23,4,-9,-21,15
CC(=O)c1ccc(N2CCN(C(=O)c3cc4c(-c5ccccc5F)nn(C)c4s3)CC2)cc1,-7,0,-7,24,27,-4,2,20,-1,-6,18
CCOC(=O)N1CCN(C(=O)c2ccc3c(c2)N(Cc2cc(C)ccc2C)C(=O)c2ccccc2S3=O)CC1 (configuration not stated),6,-15,0,22,-10,-19,8,16,20,0,11

High-throughput results deposited in PubChem BioAssay by several laboratories.

These rows are one share of the data, so the mix of outcomes need not match the whole.
